HePTP inhibitor: human HePTP phosphatase inhibition. P35236. inhibition, % at 20 µM. AID 521. recombinant HePTP phosphatase activity, OD absorbance. 110,000 tested, 0.64% active; in the data active = inhibition above about 50%;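 note: plate controls were vehicle for no effect and reference inhibitor for full effect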
Target sequence (P35236 whole entry, looked up): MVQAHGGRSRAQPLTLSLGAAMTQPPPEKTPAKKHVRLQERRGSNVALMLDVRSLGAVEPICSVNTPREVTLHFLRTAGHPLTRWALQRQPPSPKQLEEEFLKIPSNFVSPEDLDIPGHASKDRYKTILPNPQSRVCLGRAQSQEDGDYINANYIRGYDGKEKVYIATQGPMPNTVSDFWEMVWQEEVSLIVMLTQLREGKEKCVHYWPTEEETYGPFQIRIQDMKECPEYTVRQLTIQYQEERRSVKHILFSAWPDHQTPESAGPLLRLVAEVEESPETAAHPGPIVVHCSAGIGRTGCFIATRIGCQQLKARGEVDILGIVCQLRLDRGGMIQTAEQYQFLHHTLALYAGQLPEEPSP
BAP1 inh: human BAP1 deubiquitinase inhibition | Q92560 | recombinant BAP1, Ub-AMC hydrolysis fluorescence kinetic; active compounds read low | activity remaining (% of control), % at 20 µM | 72,000 tested, 0.48% active | AID 436;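 active = activity remaining at or below 50% of control, provided the compound also passes the data quality filters; inactive = the rest, including low values that fail the filters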;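 note: 100% = DMSO wells rate and 0% = substrate alone blank rate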
Target sequence (Q92560 whole entry, looked up): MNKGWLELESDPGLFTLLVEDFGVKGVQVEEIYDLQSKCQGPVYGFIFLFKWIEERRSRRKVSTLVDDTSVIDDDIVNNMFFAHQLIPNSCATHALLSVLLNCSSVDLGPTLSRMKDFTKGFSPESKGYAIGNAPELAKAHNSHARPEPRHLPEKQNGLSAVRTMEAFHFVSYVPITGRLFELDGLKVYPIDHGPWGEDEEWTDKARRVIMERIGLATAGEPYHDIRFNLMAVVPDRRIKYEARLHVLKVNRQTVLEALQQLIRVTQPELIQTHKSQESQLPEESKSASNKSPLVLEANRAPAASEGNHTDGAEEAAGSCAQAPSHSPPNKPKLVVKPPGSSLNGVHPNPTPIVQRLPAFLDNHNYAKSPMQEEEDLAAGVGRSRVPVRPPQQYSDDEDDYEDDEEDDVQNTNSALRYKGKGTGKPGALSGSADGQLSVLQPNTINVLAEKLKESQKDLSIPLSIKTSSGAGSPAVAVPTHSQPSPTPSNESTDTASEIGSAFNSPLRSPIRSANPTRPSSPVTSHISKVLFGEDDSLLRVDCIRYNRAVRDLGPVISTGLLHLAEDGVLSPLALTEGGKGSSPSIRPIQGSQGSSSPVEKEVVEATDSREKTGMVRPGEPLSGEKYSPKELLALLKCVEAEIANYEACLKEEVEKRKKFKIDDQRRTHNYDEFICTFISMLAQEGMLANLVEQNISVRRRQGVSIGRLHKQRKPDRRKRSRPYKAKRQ
Active calls of the source: *.

What do the screens show for `O=C(CN1C(=O)NC2(CCc3ccccc32)C1=O)c1ccc2c(c1)OCCO2` (configuration not stated)?
BAP1 inh: 86

What do the screens show for `O=C(NC(Cc1c[nH]c2ccccc12)c1nnc2n1CCCCC2)c1cccs1` (configuration not stated)?
HePTP inhibitor: 7; BAP1 inh: 94

How did CC(C)c1ccc(/C=N/NC(=O)c2cc(-c3ccc(Cl)cc3)n[nH]2)cc1 do in these assays?
HePTP inhibitor: -6

Results for CCOc1ccc(NC(=O)/C=C/c2cc(Br)cs2)cc1 ?
HePTP inhibitor: 4

Results for COc1cc(OC)c(-c2nnc(-c3ccc(OC)c(OC)c3OC)o2)cc1OC ?
HePTP inhibitor: 6

Results for CC1(C)C(c2ccco2)=[N+]([O-])C2(CCCCCC2=O)N1O (configuration not stated) ?
HePTP inhibitor: 2

Results for COC(=O)C1=C(C)NC(=O)C1(NC(=O)c1cccnc1)C(F)(F)F (configuration not stated) ?
HePTP inhibitor: 5; BAP1 inh: 95

What do the screens show for `CCC1(C)CC(=O)NC1=O` (configuration not stated)?
BAP1 inh: 92

How did COc1cccc(-n2nnc3c(=O)n(Cc4c(F)cccc4Cl)cnc32)c1 do in these assays?
BAP1 inh: 100

What do the screens show for `COc1ccc(CCNC(=O)CSc2nc(C)nc3c2oc2ccccc23)cc1OC`?
HePTP inhibitor: 0; BAP1 inh: 101

What do the screens show for `CC(=O)C(Sc1ccc2nnc(-c3ccncc3)n2n1)C(C)=O`?
HePTP inhibitor: 0; BAP1 inh: 95

How did CCN1CCN(CC(=O)Nc2ccc(C)cc2C)C(=O)C1=O do in these assays?
HePTP inhibitor: 1; BAP1 inh: 95

What do the screens show for `CCCNC(=O)CCC(NS(=O)(=O)c1ccc(C)cc1)C(=O)NCCC` (configuration not stated)?
HePTP inhibitor: 14; BAP1 inh: 73

How did CCSC1=C(C#N)C(CC(C)C)C2=C(CCCC2=O)N1 (configuration not stated) do in these assays?
HePTP inhibitor: 8

What do the screens show for `COc1ccccc1NC(=O)C1C2C3CCC(C3)C12` (configuration not stated)?
HePTP inhibitor: -3

How did NC(CC(=O)O)c1ccccc1 (configuration not stated) do in these assays?
HePTP inhibitor: 2

How did CCOc1ccc(C(=O)Nc2cccc(C(=O)Nc3cccc4ccccc34)c2)cc1Br do in these assays?
BAP1 inh: 54

Results for Cc1oc2ccc(OCC(N)=O)cc2c1C(=O)OC(C)C ?
HePTP inhibitor: 11; BAP1 inh: 84

How did COc1ccc(NC(=O)Cn2cnc3c(cnn3-c3ccc(C)c(C)c3)c2=O)c(OC)c1 do in these assays?
HePTP inhibitor: 9; BAP1 inh: 77

How did CCCc1cc(C(=O)NCc2ccco2)no1 do in these assays?
HePTP inhibitor: 7; BAP1 inh: 96

Of the compounds above, these have bromine:
Results for CCOc1ccc(NC(=O)/C=C/c2cc(Br)cs2)cc1 ?
HePTP inhibitor: 4

How did CCOc1ccc(C(=O)Nc2cccc(C(=O)Nc3cccc4ccccc34)c2)cc1Br do in these assays?
BAP1 inh: 54

Continuation.
What do the screens show for `O=C(Nc1cccc(Br)c1)c1ccc(S(=O)(=O)N2CCc3ccccc3C2)cc1`?
BAP1 inh: 141

How did COc1cc(C(=O)NC(NC(=S)Nc2cccc(C)c2)C(Cl)(Cl)Cl)cc(OC)c1OC (configuration not stated) do in these assays?
HePTP inhibitor: -2

How did O=C(CCn1c(=O)oc2ccccc21)NCc1cccs1 do in these assays?
BAP1 inh: 100

How did COC(=O)[C@@H](NC(=O)Nc1ccc2c(c1)OCCO2)C(C)C do in these assays?
HePTP inhibitor: 4; BAP1 inh: 102

What do the screens show for `CC(=O)c1cccc(NC(=O)c2ccc3ccccc3c2)c1`?
HePTP inhibitor: -3

What do the screens show for `C=CCN=C1CC(C)(C)CC(=O)/C1=C(/O)CCC(=O)OC`?
HePTP inhibitor: 6; BAP1 inh: 116

Results for COc1ccc(NC(=O)Cc2cccs2)c(OC)c1 ?
HePTP inhibitor: 2; BAP1 inh: 94

What do the screens show for `Cc1ccc(N2C(=O)CC(NCC3CCCO3)C2=O)cc1` (configuration not stated)?
HePTP inhibitor: -2

How did COc1ccc(N2C(=O)c3ccccc3NC2c2ccc(OC)cc2OC)cc1 (configuration not stated) do in these assays?
HePTP inhibitor: 8

How did CCCCCCn1c(SCCN2CCOCC2)nc2c1c(=O)[nH]c(=O)n2C do in these assays?
HePTP inhibitor: 11; BAP1 inh: 65

Results for Cc1ccc(C(=O)NCC(=O)c2ccc(Br)cc2)cc1 ?
HePTP inhibitor: -1

Results for COc1ccc(CC(=O)Nc2sc3c(c2C(=O)Nc2ccccc2C)CCCC3)cc1 ?
HePTP inhibitor: -1

Results for COc1ccc(CNC(=O)c2ccc(Cl)cc2)cc1 ?
HePTP inhibitor: 1

What do the screens show for `c1ccc(CCc2nn3c(Cn4cnc5ccccc54)nnc3s2)cc1`?
HePTP inhibitor: 16; BAP1 inh: 106

How did c1cnc(Oc2ccc3oc4ccccc4c3c2)nc1 do in these assays?
HePTP inhibitor: 9; BAP1 inh: 104

How did Cc1cc(OCC(=O)Nc2nc(-c3ccccc3)cs2)ccc1Cl do in these assays?
HePTP inhibitor: 2

How did CCOC(=O)CS(=O)(=O)c1ccc2ccccc2c1 do in these assays?
HePTP inhibitor: 1; BAP1 inh: 71

How did O=C(NC(=S)Nc1ccccc1[N+](=O)[O-])c1ccccc1Cl do in these assays?
HePTP inhibitor: -9

Results for Cc1ccc(/C=C2\C(=O)NC(=S)N(c3ccc(Br)cc3C)C2=O)o1 ?
HePTP inhibitor: 87*

How did CSc1nn(CCc2ccncc2)c(=S)s1 do in these assays?
HePTP inhibitor: 4; BAP1 inh: 81

How did Cc1csc2nc(CNS(=O)(=O)c3ccc(-c4ccccc4)cc3)cn12 do in these assays?
HePTP inhibitor: -8; BAP1 inh: 99

What do the screens show for `COc1cccc(C(=O)NCc2ccc3c(c2)OCO3)c1`?
HePTP inhibitor: -3

What do the screens show for `O=C1c2cccc3cccc(c23)C(=O)N1/N=C/c1ccccc1[N+](=O)[O-]`?
HePTP inhibitor: -10

What do the screens show for `O=C(C1CCN(S(=O)(=O)c2ccc3ccccc3c2)CC1)N1CCN(c2ncccn2)CC1`?
HePTP inhibitor: -7; BAP1 inh: 99

Results for CCCCNC(=O)c1cc2c(=O)n3cccc(C)c3nc2n1C ?
HePTP inhibitor: -6; BAP1 inh: 55

Results for CC1=C(NCCc2ccccc2)CCC1=O ?
HePTP inhibitor: -8; BAP1 inh: 94

How did COc1ccc(-c2nnc(SCC(=O)N3CCCc4ccccc43)o2)cc1OC do in these assays?
BAP1 inh: 107

Results for CN(c1ccccc1)C(c1ccc(F)cc1)c1nnnn1CC1CCCO1 (configuration not stated) ?
HePTP inhibitor: 7; BAP1 inh: 93

How did COc1cc(NC(=O)c2ccc(C)cc2)cc(OC)c1 do in these assays?
HePTP inhibitor: 2

How did CCn1c(=O)c(C(=O)CN2CC(C)OC(C)C2)c(N)n(Cc2ccccc2)c1=O (configuration not stated) do in these assays?
HePTP inhibitor: -5; BAP1 inh: 89

What do the screens show for `CCOc1ccccc1NC(=O)c1c(NC(=O)c2ccccc2Cl)sc2c1CCCCC2`?
HePTP inhibitor: 21

What do the screens show for `O=C(NCCc1c[nH]c2ccccc12)c1ccc(S(=O)(=O)NCc2ccco2)cc1`?
HePTP inhibitor: 0; BAP1 inh: 89

What do the screens show for `Cc1cc2c(nc3s/c(=C\c4ccc(-c5ccc(F)cc5)o4)c(=O)n32)c(Br)c1C`?
HePTP inhibitor: 4

What do the screens show for `c1ccc(-c2nc3ccccc3o2)nc1`?
HePTP inhibitor: 3; BAP1 inh: 95

How did N#Cc1c2c(c(N3CCN(CCO)CC3)n3c1nc1ccccc13)CCCC2 do in these assays?
HePTP inhibitor: 4; BAP1 inh: 96

Results for O=C(O)CSc1nnc(-c2ccccc2)o1 ?
HePTP inhibitor: 3; BAP1 inh: 110

Results for COc1ccc(NC(=O)C2CCCNC2)cc1OCC(C)C (configuration not stated) ?
HePTP inhibitor: 0; BAP1 inh: 73

How did CN1CC2CCCC3(C1)C(=O)NC1(CCCCC1)N=C23 (configuration not stated) do in these assays?
HePTP inhibitor: 3; BAP1 inh: 74

Results for CCCn1c(CN2CCN(c3cccc(Cl)c3)CC2)nc2c1c(=O)n(C)c(=O)n2C ?
HePTP inhibitor: 6; BAP1 inh: 86

How did Cc1cc(C)c(S(=O)(=O)N2CCN(CCN3C(=O)c4cccc5cccc(c45)C3=O)CC2)c(C)c1 do in these assays?
BAP1 inh: 73

How did Cn1c(SCC(=O)NCc2cccs2)nnc1-c1ccncc1 do in these assays?
HePTP inhibitor: 9; BAP1 inh: 123

How did COc1ccccc1Nc1ccc(C(=O)NC2CCCCC2)cn1 do in these assays?
HePTP inhibitor: 15; BAP1 inh: 102

How did CC(Oc1ccc2c3c(c(=O)oc2c1)CCCC3)C(=O)c1ccccc1 (configuration not stated) do in these assays?
HePTP inhibitor: 7

How did CC1(C)Cc2ccccc2-c2nnc(-c3ccccn3)n21 do in these assays?
HePTP inhibitor: 4; BAP1 inh: 108

Results for CCc1ccccc1NC(=O)CC1Nc2cc(C)c(C)cc2NC1=O (configuration not stated) ?
HePTP inhibitor: -14

Results for CN(C)c1nc(N)nc(CSc2nc3cc(Cl)ccc3o2)n1 ?
HePTP inhibitor: 6

What do the screens show for `COC(=O)C1=C(NC(=O)c2ccc(C(C)(C)C)cc2)CCS1`?
BAP1 inh: 90

What do the screens show for `CCc1cc(=O)oc2cc(C)cc(OC(C)C(C)=O)c12` (configuration not stated)?
HePTP inhibitor: -5

How did O=C(CSc1nnc(-c2cccnc2)n1CCc1ccccc1)N1CCCCC1 do in these assays?
HePTP inhibitor: -1; BAP1 inh: 107

What do the screens show for `O=C(CC1(C(F)(F)F)NN=C(c2ccccc2)S1)c1ccccc1` (configuration not stated)?
HePTP inhibitor: 4

How did O=C(COc1ccc(Br)cc1)Nc1ccc(-c2nnc(-c3ccco3)o2)cc1 do in these assays?
HePTP inhibitor: -10

Results for CC(=O)Nc1cccc(NC(=O)CCCC(=O)O)c1 ?
HePTP inhibitor: 2; BAP1 inh: 91

How did Cc1cc(OCC(O)CN2CCN(Cc3ccccc3)CC2)cc(C)c1Cl (configuration not stated) do in these assays?
HePTP inhibitor: 12

Results for COc1ccc(NC(=O)C(=O)NCC2CCCO2)cc1 (configuration not stated) ?
HePTP inhibitor: 8

Results for O=C1CCCN1CCCNc1ccc(S(=O)(=O)N2CCCCC2)cn1 ?
HePTP inhibitor: 10; BAP1 inh: 69

Results for Cc1ccc2cccc(O)c2[n+]1[O-] ?
HePTP inhibitor: 12; BAP1 inh: 94

What do the screens show for `CCCCCn1c(CN2CCN(c3cccc(Cl)c3)CC2)nc2c1c(=O)n(C)c(=O)n2C`?
HePTP inhibitor: -13; BAP1 inh: 105

What do the screens show for `Cc1ccc(N2CC(C(=O)Nc3ccc(S(=O)(=O)N4CCOCC4)cc3)CC2=O)cc1` (configuration not stated)?
HePTP inhibitor: -2; BAP1 inh: 60

Results for COc1ccc(/C=C/C(=O)c2ccc3c(c2)OCCO3)cc1[N+](=O)[O-] ?
HePTP inhibitor: 1

Results for CCn1cc(SCC(N)=O)c2ccccc21 ?
HePTP inhibitor: 0; BAP1 inh: 95

How did CCOc1ccccc1NC(=O)c1cc(C(=O)O)ccc1C(=O)O do in these assays?
HePTP inhibitor: 9

Results for CC(C)(C)NC(=O)C(Cc1ccccc1)NS(=O)(=O)c1cccc2nsnc12 (configuration not stated) ?
HePTP inhibitor: -2; BAP1 inh: 87

What do the screens show for `COc1ccc(CN2CCN(C(=O)C(c3ccccc3)c3ccccc3)CC2)c(OC)c1`?
HePTP inhibitor: 6

What do the screens show for `O=C(Nc1ccc(Br)cc1)C1CN(S(=O)(=O)c2ccccc2)CCN1S(=O)(=O)c1ccccc1` (configuration not stated)?
HePTP inhibitor: -2

Results for O=C(NCCc1ccccc1)C1CCCN(S(=O)(=O)c2cnc[nH]2)C1 (configuration not stated) ?
HePTP inhibitor: -5; BAP1 inh: 90

What do the screens show for `O=C(Nc1ccc(Br)cn1)c1cccc(Cl)c1Cl`?
HePTP inhibitor: -2

What do the screens show for `COc1ccccc1NS(=O)(=O)c1cccc2cccnc12`?
HePTP inhibitor: 3; BAP1 inh: 93

Results for COc1nc(-c2ccccc2)c2cc(Br)ccc2n1 ?
HePTP inhibitor: -5

What do the screens show for `COC(=O)c1cccc(NC(=O)c2nn(C(C)C)c(=O)c3ccccc23)c1`?
HePTP inhibitor: 5; BAP1 inh: 83

Results for CC12CCC(C(=O)NCc3cccnc3)(OC1=O)C2(C)C (configuration not stated) ?
HePTP inhibitor: 6; BAP1 inh: 125

Entries shown so far with a Cl atom, in the order listed:
How did CC(C)c1ccc(/C=N/NC(=O)c2cc(-c3ccc(Cl)cc3)n[nH]2)cc1 do in these assays?
HePTP inhibitor: -6

How did COc1cccc(-n2nnc3c(=O)n(Cc4c(F)cccc4Cl)cnc32)c1 do in these assays?
BAP1 inh: 100

How did COc1cc(C(=O)NC(NC(=S)Nc2cccc(C)c2)C(Cl)(Cl)Cl)cc(OC)c1OC (configuration not stated) do in these assays?
HePTP inhibitor: -2

Results for COc1ccc(CNC(=O)c2ccc(Cl)cc2)cc1 ?
HePTP inhibitor: 1

How did Cc1cc(OCC(=O)Nc2nc(-c3ccccc3)cs2)ccc1Cl do in these assays?
HePTP inhibitor: 2

How did O=C(NC(=S)Nc1ccccc1[N+](=O)[O-])c1ccccc1Cl do in these assays?
HePTP inhibitor: -9

What do the screens show for `CCOc1ccccc1NC(=O)c1c(NC(=O)c2ccccc2Cl)sc2c1CCCCC2`?
HePTP inhibitor: 21

Results for CCCn1c(CN2CCN(c3cccc(Cl)c3)CC2)nc2c1c(=O)n(C)c(=O)n2C ?
HePTP inhibitor: 6; BAP1 inh: 86

Results for CN(C)c1nc(N)nc(CSc2nc3cc(Cl)ccc3o2)n1 ?
HePTP inhibitor: 6

How did Cc1cc(OCC(O)CN2CCN(Cc3ccccc3)CC2)cc(C)c1Cl (configuration not stated) do in these assays?
HePTP inhibitor: 12

What do the screens show for `CCCCCn1c(CN2CCN(c3cccc(Cl)c3)CC2)nc2c1c(=O)n(C)c(=O)n2C`?
HePTP inhibitor: -13; BAP1 inh: 105

What do the screens show for `O=C(Nc1ccc(Br)cn1)c1cccc(Cl)c1Cl`?
HePTP inhibitor: -2
